# GSK3 alpha inh: blocks human GSK-3 alpha kinase. AID 2650. ADP-Glo luminescence, 60 min. hit rate 0.1% among 320,000. inhibition, % at 10 µM. P49840;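 in the data active means inhibition above about 50%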;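 further: GST-tagged GSK-3 alpha with peptide substrate and 25 µM ATP; 0% = DMSO neutral wells and 100% = GW8510 positive control wells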
# Target sequence (P49840 whole entry, looked up): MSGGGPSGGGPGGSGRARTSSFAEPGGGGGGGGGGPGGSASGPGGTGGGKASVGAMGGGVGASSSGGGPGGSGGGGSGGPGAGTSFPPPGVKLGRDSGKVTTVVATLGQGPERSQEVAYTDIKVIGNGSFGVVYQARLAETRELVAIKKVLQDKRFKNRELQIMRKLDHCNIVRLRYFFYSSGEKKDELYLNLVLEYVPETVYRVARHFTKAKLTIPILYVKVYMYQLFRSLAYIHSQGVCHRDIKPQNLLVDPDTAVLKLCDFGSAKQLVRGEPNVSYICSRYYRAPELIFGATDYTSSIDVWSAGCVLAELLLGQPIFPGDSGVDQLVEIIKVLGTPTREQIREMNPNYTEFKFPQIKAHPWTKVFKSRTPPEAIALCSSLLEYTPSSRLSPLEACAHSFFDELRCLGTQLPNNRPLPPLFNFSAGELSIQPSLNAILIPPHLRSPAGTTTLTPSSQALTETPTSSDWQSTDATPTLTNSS
# KCNK3 inh: human KCNK3 channel inhibition, primary screen; hit rate 0.84% among 340,000; CHO-KCNK3 thallium flux, FluxOR fluorescence; hits give low values; B-score at 10 µM;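 active means B-score under library mean minus 4 SD, starting fluorescence ratio at most library mean plus 5 SD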;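 further: more negative B-score means stronger inhibition of thallium flux through KCNK3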
# Target sequence (O14649 whole entry, looked up): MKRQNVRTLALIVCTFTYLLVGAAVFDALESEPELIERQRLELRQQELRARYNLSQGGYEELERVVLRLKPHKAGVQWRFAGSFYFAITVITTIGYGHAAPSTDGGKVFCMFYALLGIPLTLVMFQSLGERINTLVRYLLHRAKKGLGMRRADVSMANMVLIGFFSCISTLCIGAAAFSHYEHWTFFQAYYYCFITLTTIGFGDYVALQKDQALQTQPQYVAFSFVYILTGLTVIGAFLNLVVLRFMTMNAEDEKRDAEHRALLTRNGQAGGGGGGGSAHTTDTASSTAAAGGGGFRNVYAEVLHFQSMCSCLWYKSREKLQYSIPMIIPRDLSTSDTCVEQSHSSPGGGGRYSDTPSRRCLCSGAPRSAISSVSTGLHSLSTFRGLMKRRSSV
# DYRK1A inh: Dyrk1A (rat) kinase inhibition; hit rate 0.43% among 310,000; ADP-Glo luminescence, NFATc1 peptide; inhibition, % at 12.5 µM; AID 504441; in the data active means inhibition above about 50%;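 further: plate controls were vehicle with enzyme for no effect and no enzyme for full effect; many of its hits are not listed in these tables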
# The depositor's hits bear a star; i = inactive.
SMILES,GSK3 alpha inh,KCNK3 inh,DYRK1A inh
O=C(COC(=O)c1c[nH]c2ccccc12)Nc1ccccc1,-1,i,4
NC(=O)c1ccsc1NC(=O)COC(=O)CNC(=O)c1ccc(Cl)cc1,-1,i,-4
O=C(NC1=NCCS1)c1ccc(F)c(S(=O)(=O)N2CCOCC2)c1,1,i,8
O=C(OCC(=O)N1CCN(C(=O)c2ccco2)CC1)c1ccc(Cl)cc1,0,i,3
C[C@H]1COC(=O)[C@@H](NC(=O)OCC2c3ccccc3-c3ccccc32)C/C=C\C[C@H](CC(=O)NCCO)C(=O)N1,-2,i,2
O=S(=O)(c1cccc(-c2cn3cccnc3n2)c1)N1CCOCC1,0,i,8
C[C@H](CO)N1C[C@H](C)[C@@H](CN(C)S(C)(=O)=O)Oc2ccc(N(C)C)cc2C1=O,-3,i,-1
Cc1ccc(S(=O)(=O)N2[C@@H](c3cccc(Cl)c3)C(C(=O)O)=CC[C@H]2c2ccc3c(c2)OCO3)cc1,-4,i,-2
CCN1CCc2nc(N)oc2CC1,-2,i,4
CC1CN(S(=O)(=O)c2ccc(C(=O)N3CCc4ccccc43)cc2)CC(C)O1 (stereo not given),11,i,-3
O=C(CCc1ccccc1)Nc1ccc(S(=O)(=O)NC2=NCCCCC2)cc1,0,i,0
CCOc1ccc(OCCC(=O)N(CC)CC(=O)NCc2cccs2)cc1,1,i,3
CCc1cc2cc(C)ccc2nc1SCC(=O)N1CCN(C(=O)c2ccco2)CC1,-1,i,5
CC(C)[C@H](NC(=O)OCc1ccccc1)C(=O)OCC(=O)N1CCN(c2ccc(F)cc2)CC1,-1,i,-2
COc1ccc(/C=C/C(=O)OCC(=O)NCc2ccccc2Cl)cc1OC,-6,i,-4
O=C(OCC(=O)N1CCCCC1)c1cc(=O)[nH]c2ccccc12,-2,i,4
CCC(C)CCN1C(N(C)C)=NC[C@@H]1CC(C)C (stereo not given in full),-2,i,-5
CN(Cc1ccc(C(F)(F)F)cc1)C(=O)C1CC(=O)N(Cc2ccco2)C1 (stereo not given),-2,i,0
CC(=O)c1ccc2c3c(cccc13)C(=O)N(c1c(C)nn(C)c1C)C2=O,-5,i,-1
O=C(NCCN1CCCCC1)c1cccc2c1C(=O)c1ccc(N3CCCC3)cc1S2(=O)=O,2,i,2
Cc1ccc(S(=O)(=O)CCC(=O)Nc2nccs2)cc1,-1,i,3
COc1cccc(-c2ncc3ccccc3c2COC(=O)c2cccc(Br)c2)c1,5,i,-15
COc1ccccc1/C=C/C(=O)OCC(=O)NC1CCCCCC1,2,i,4
CC(NC(=O)c1ccc(S(=O)(=O)Nc2ccccc2Cl)cc1)c1ccncc1 (stereo not given),-1,i,0
COc1ccc(SCCN2CC[C@@H](NC(=O)OCc3ccccc3)CCC2=O)cc1,0,i,10
CCNCC(=O)Nc1c(C)cccc1C,-2,i,6
O=C(CCC1COc2ccccc2O1)Nc1ccc(Cl)cn1 (stereo not given),3,i,-11
COc1ccc(CCNC(=O)CSc2nnc(Cn3c(=O)sc4ccccc43)n2C)cc1OC,-1,i,6
Cc1cc(Cl)ccc1C1=CC(=O)C[C@H](c2ccc(F)cc2)C1,3,i,0
NS(=O)(=O)c1ccc(NC(=O)COC(=O)C2CC2)cc1,3,i,-3
O=C(C1CCC(CNc2c(N3CCOCC3)c(=O)c2=O)CC1)N1CCN(c2ccccc2)CC1 (stereo not given),-1,i,-13
O=C(CNC(=O)c1ccc(Br)o1)OCc1ccc(Br)cc1,-1,i,0
CCN(CC)c1cccc(OCC(=O)N2c3ccccc3CC2C)c1 (stereo not given),-1,i,-3
CCOc1ccc(NC(=O)C2CC(=O)N(CCc3ccc(OC)c(OC)c3)C2)cc1OCC (stereo not given),19,i,-3
Cc1ccc(CCN2C(Nc3ccccc3)=NC[C@@H]2C)cc1,-1,i,0
CCOc1ncccc1C(=O)Nc1cc(S(=O)(=O)N2CCCCC2)ccc1Cl,-2,i,2
COc1cccc(NC(=O)COC(=O)C2=NN(c3ccccc3)C(=O)CC2)c1,0,i,4
CCCc1cc(N2CCCC(C(=O)Nc3cc(Cl)ccc3OC)C2)n2ncnc2n1 (stereo not given),0,i,6
COc1cccc(C(=O)OC(C)C(=O)Nc2ccc3c(c2)OCO3)c1 (stereo not given),-5,i,5
CCC(C(=O)OCc1csc(CC(=O)Nc2ccccc2C)n1)c1ccccc1 (stereo not given),6,i,-2
COc1ccc(C2(C)NC(=O)N(CC(=O)Nc3ccc4c(c3)CCC4)C2=O)cc1OC (stereo not given),0,i,0
CCOC(=O)[C@H]1[C@H]2COc3ccc(Cl)cc3[C@@H]2N2C(=O)CN(Cc3ccc(OC)cc3)C(=O)[C@@]12C,-1,i,4
COc1ccc(-c2oc(=O)c3cc(OC)c(OC)cc3c2-c2ccc3c(c2)OCO3)cc1,-2,i,-6
O=C(CN1CCC(c2nc3ccccc3[nH]2)CC1)Nc1ccc2c(c1)OCO2,0,i,-5
CCC(=O)NC(c1cc(Cl)c2cccnc2c1O)C1CC1 (stereo not given),1,i,-3
COc1ccc(C(=O)N[C@H](C(=O)NC2CCCCC2)C(C)C)cc1,-1,i,-5
COC(=O)c1c(NC(=O)CN2C(=O)NC3(CCC(C)CC3)C2=O)sc2c1CCC2 (stereo not given),-1,i,0
CCN(C[C@H]1N[C@@](Cc2ccccc2)(C(=O)OC)[C@H]2C(=O)N(C)C(=O)[C@@H]12)C(=O)Nc1ccccc1,-2,i,0
C=CCn1c(SCC(=O)N2CCCC2=O)nc2sc(CC)cc2c1=O,0,i,3
CC(C)(C)c1ccc(C(=O)OCC(=O)N2CCC(c3ccccc3)=N2)cc1,-8,i,2
COc1ccc(NS(=O)(=O)c2cc(NC(=O)c3ccc(Cl)cc3)ccc2N2CCOCC2)cc1,4,i,-7
Cc1ccccc1-c1nnc(SCC(=O)NC2CCS(=O)(=O)C2)n1C (stereo not given),-3,i,-2
CN1CCN(CC(=O)O)CC1,-1,i,5
CC(=O)Nc1ccc(C(=O)NC2CCCC2)cc1,-2,i,-9
O=C(Nc1nnc(-c2ccccc2)o1)c1cccc(S(=O)(=O)N2CCOCC2)c1,1,i,-4
COc1cccc(/C=C/C(=O)OCC(=O)NCC2CCCCC2)c1OC,-4,i,4
Fc1ccc2cc(CCO[C@H]3CCCCO3)ncc2c1,2,i,7
COc1ccc(S(=O)(=O)NCCC(=O)N2CCCN(C)CC2)cc1,0,i,-1
Cc1cc(Cl)ccc1NC(=O)CN1C(=O)C(=O)N(C2CCCC2)C1=O,-1,i,1
COc1ccc(-n2nc3ccc(NS(C)(=O)=O)cc3n2)cc1Cl,-2,i,-7

# More results.
SMILES,GSK3 alpha inh,KCNK3 inh,DYRK1A inh
CCc1noc(C)c1C(=O)Nc1nc(-c2ccccc2)c(C(C)=O)s1,1,i,5
c1ccc(-c2cc3cc4c(cc3cn2)OCO4)cc1,1,i,3
O=C1CN(S(=O)(=O)c2ccccc2)CCN1,0,i,-6
O=c1ccc(S(=O)(=O)N2CCCC2)c[nH]1,-4,i,1
Cc1ccc(NC(=O)COC(=O)Cc2csc(-c3ccc(Cl)cc3)n2)cc1C,-2,i,1
O=C(O)c1cc(NS(=O)(=O)c2ccc(F)cc2)cc(NS(=O)(=O)c2ccc(F)cc2)c1,0,i,-11
C[C@H](CO)N1C[C@H](C)[C@@H](CN(C)C(=O)Nc2ccc3c(c2)OCO3)Oc2ccc(NC(=O)Cc3ccccc3)cc2C1=O,-2,i,3
O=S(=O)(c1ccc(Cl)s1)N1CCNCC1,-2,i,-5
COc1ccc(S(=O)(=O)N2CCCCC2)cc1NC(=O)CSc1ncccn1,-6,i,2
CC(OC(=O)CN1C(=O)NC2(CCCC2)C1=O)c1ccc(F)cc1 (stereo not given),-3,i,-4
O=C(CSc1cccc[n+]1[O-])NC1CCCCC1,1,i,-2
C=CCC[C@@H](Cc1ccc(F)cc1)C(=O)OCCNC(=O)[C@@H](CC=C)CC(=O)N[C@H](CO)Cc1ccccc1,-4,i,3
O=C(COC(=O)/C=C/c1cccc(Cl)c1)NCc1cccs1,-2,i,-1
COc1ccccc1N1CCN(C(=O)C2CCN(S(=O)(=O)c3ccccc3F)CC2)CC1,-2,i,-3
CC(C)CC(NS(=O)(=O)c1ccc2c(c1)oc(=O)n2C)C(=O)N1CC=C(c2ccccc2)CC1 (stereo not given),-4,i,-2

# 19 successive records already listed:
SMILES,GSK3 alpha inh,KCNK3 inh,DYRK1A inh
Fc1ccc2cc(CCO[C@H]3CCCCO3)ncc2c1,2,i,7
COc1ccc(S(=O)(=O)NCCC(=O)N2CCCN(C)CC2)cc1,0,i,-1
Cc1cc(Cl)ccc1NC(=O)CN1C(=O)C(=O)N(C2CCCC2)C1=O,-1,i,1
COc1ccc(-n2nc3ccc(NS(C)(=O)=O)cc3n2)cc1Cl,-2,i,-7
CCc1noc(C)c1C(=O)Nc1nc(-c2ccccc2)c(C(C)=O)s1,1,i,5
c1ccc(-c2cc3cc4c(cc3cn2)OCO4)cc1,1,i,3
O=C1CN(S(=O)(=O)c2ccccc2)CCN1,0,i,-6
O=c1ccc(S(=O)(=O)N2CCCC2)c[nH]1,-4,i,1
Cc1ccc(NC(=O)COC(=O)Cc2csc(-c3ccc(Cl)cc3)n2)cc1C,-2,i,1
O=C(O)c1cc(NS(=O)(=O)c2ccc(F)cc2)cc(NS(=O)(=O)c2ccc(F)cc2)c1,0,i,-11
C[C@H](CO)N1C[C@H](C)[C@@H](CN(C)C(=O)Nc2ccc3c(c2)OCO3)Oc2ccc(NC(=O)Cc3ccccc3)cc2C1=O,-2,i,3
O=S(=O)(c1ccc(Cl)s1)N1CCNCC1,-2,i,-5
COc1ccc(S(=O)(=O)N2CCCCC2)cc1NC(=O)CSc1ncccn1,-6,i,2
CC(OC(=O)CN1C(=O)NC2(CCCC2)C1=O)c1ccc(F)cc1 (stereo not given),-3,i,-4
O=C(CSc1cccc[n+]1[O-])NC1CCCCC1,1,i,-2
C=CCC[C@@H](Cc1ccc(F)cc1)C(=O)OCCNC(=O)[C@@H](CC=C)CC(=O)N[C@H](CO)Cc1ccccc1,-4,i,3
O=C(COC(=O)/C=C/c1cccc(Cl)c1)NCc1cccs1,-2,i,-1
COc1ccccc1N1CCN(C(=O)C2CCN(S(=O)(=O)c3ccccc3F)CC2)CC1,-2,i,-3
CC(C)CC(NS(=O)(=O)c1ccc2c(c1)oc(=O)n2C)C(=O)N1CC=C(c2ccccc2)CC1 (stereo not given),-4,i,-2

# The list continues:
SMILES,GSK3 alpha inh,KCNK3 inh,DYRK1A inh
CCN(C(=O)COC(=O)Cc1cccc2ccccc12)C1CCS(=O)(=O)C1 (stereo not given),-5,i,0
Cc1ccc(S(=O)(=O)N(C)C[C@@H]2Oc3ccc(NC(=O)Nc4cccc5ccccc45)cc3C(=O)N([C@H](C)CO)C[C@H]2C)cc1,-3,i,6
COc1ccc2c(c1)OC[C@H]1[C@H]2N2C(=O)c3ccc(C)cc3NC(=O)[C@@]2(C)[C@H]1c1ccccc1,0,i,2
CC(C)Cn1c(SCC(=O)Nc2cccnc2Cl)nnc1-c1ccco1,-1,i,3
CC1CCCCN1C(=O)COC(=O)c1ccc(N2CCCC2=O)cc1 (stereo not given),-4,i,0
NS(=O)(=O)c1ccc(CCNC(=O)c2ccc3nccnc3c2)cc1,-1,i,4
CCOc1ccc(S(=O)(=O)N2CCC(C(=O)OCc3cccc(OC)c3OC)CC2)cc1,-2,i,-6
COc1ccc(CNC(=O)c2csc3c2CCCC3)cc1,-5,i,-3
Cn1cccc1C(=O)Nc1ccc(N2CCOCC2)cc1,2,i,4
C[C@H](NC(=O)c1[nH]cnc1C(=O)Nc1cccc(Cl)c1)c1ccccc1,1,i,-4
CN(C(=O)CN(CCO)CC(=O)N(C)C(C)(C)Cc1ccccc1)C(C)(C)Cc1ccccc1,1,i,9
FC(F)(F)c1cc(CO[C@@H]2CCCN[C@@H]2c2ccccc2)cc(C(F)(F)F)c1,5,i,8
Cc1cc(Cl)ccc1NC(=O)CCN1C(=O)C2CCCCC2C1=O (stereo not given),-4,i,-2
CCCNC(=O)CSc1nnc(-c2ccco2)n1C,0,i,-7
O=C(CNCc1ccccc1Cl)Nc1cc(S(=O)(=O)N2CCOCC2)ccc1Cl,-1,i,0
Cc1nn2c(-c3ccccc3)nnc2c2ccccc12,-4,i,-1
C[C@@H]1CN([C@H](C)CO)C(=O)c2cccc(NS(=O)(=O)c3cccs3)c2O[C@H]1CN(C)Cc1ccccc1,-2,i,-1
O=C(COC(=O)c1cnccn1)Nc1ncc(C(F)(F)F)cc1Cl,-1,i,-1
CSc1ncccc1C(=O)Nc1cccc(S(=O)(=O)N2CCCC2)c1,0,i,3
O=C(COc1ncnc2sccc12)Nc1cccc(S(=O)(=O)N2CCOCC2)c1,-2,i,-2
CCOc1ccc(C(=O)NCC(=O)OCCCC(=O)c2ccc(F)cc2)cc1OCC,-4,i,5
CCN1C(=NCCOC)N[C@@H](c2ccccc2)[C@H](C(=O)OC)[C@H]1C,0,i,12
CCN(C(=O)CSc1nnc(Nc2ccc(OC)cc2)s1)C1CCS(=O)(=O)C1 (stereo not given),0,i,-1
COc1cc(C#Cc2c(-c3cncn3C)n(C)c3ccc(-c4ccc5cc[nH]c5c4)cc23)cc(OC)c1,1,i,-2
COc1ccc(-c2nnn(CC(=O)NC(=O)NC3CCCCC3)n2)cc1OC,0,i,1
CCN1C(=O)CC(N2CCC(Nc3ccc(OC)cc3)CC2)C1=O (stereo not given),-3,i,1
C#CCOCCOCCOCCNc1nc(N2CCN(C(=O)CCCCCCCCCCNC(=O)Cn3cc(CCCCCN)nn3)CC2)nc(N2CCN(C(=O)CCCCCCCCCCNC(=O)[C@@H](CCC(=O)O)n3cc(CCCCCN)nn3)CC2)n1,9,i,1

# Bioassay records as filed in PubChem BioAssay.

# This is a subset; count on the stated rates, not on these rows.
